# SRC2 inh: inhibits human steroid receptor coactivator 2. Q15596. HEK293 GAL4-SRC2 luciferase reporter, luminescence. inhibition, % at 9 µM. 370,000 compounds, 0.17% hits. AID 651957;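 active = inhibition above the mean inhibition of all tested compounds plus 3 SD, set per campaign, cut at about 52% in these data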;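 also: 0% = DMSO treated cells and 100% = cells given Gossypol at 36 µM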
# SRC3 inh: inhibits human SRC3 coactivator | HEK293 GAL4-SRC3 luciferase reporter, luminescence | inhibition, % at 3.6 µM | 360,000 compounds, 0.17% hits;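 active = inhibition above a per-campaign cutoff, the mean of all compounds plus 3 SD, cut at about 60% in these data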;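 also: 0% = DMSO-treated cells and 100% = gossypol-treated cells at 36 µM; higher means less SRC3-driven luciferase light from the GAL4 reporter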
# MC4R antagonist: human MC4R antagonism in cAMP assay; MC4R-expressing cells, MTII-stimulated cAMP, LANCE TR-FRET; inhibition, % at 6.5 µM; 360,000 compounds, 0.48% hits;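 active = inhibition above its plate's cutoff, the mean of tested wells on that plate plus 3 SD, cut at about 29% in these data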;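 also: 0% = Melanotan II alone and 100% = Melanotan II plus saturating MCL0020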
#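 Material: human MC4R-expressing U2OS cells. Probe or stimulus: Melanotan II challenge. Dosing: 6.5 µM single dose. Times: 30-min compound, 1-h challenge, 1-h detection, room temperature. Technique: TR-FRET with Eu-cAMP and labeled anti-cAMP, 671 nm. Replication: singlicate.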
# NR5A2 inv ag: inverse agonists of human LRH-1 (NR5A2) | AID 602396 | O00482 | HEK293T StAR-luciferase reporter, LRH-1 transfected, 24 h | inhibition, % at 3.6 µM | 360,000 compounds, 0.13% hits;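 active = inhibition above the mean inhibition of all tested compounds plus 3 SD, cut at about 73% in these data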;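 also: 0% = DMSO wells and 100% = reporter-only cells lacking LRH-1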
# TLR9-MyD88 block: inhibitors of human TLR9-MyD88 binding | 340,000 compounds, 0.21% hits | Q9NR96+Q99836 | CHO BLA complementation TLR9-MyD88, CCF4 FRET ratio | inhibition, % at 4.98 µM;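 active = inhibition above the mean over all tested compounds plus 3 SD, cut at about 21% in these data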;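 also: 0% = DMSO only wells and 100% = clavulanate BLA inhibitor control wells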
# LMP1 NFkB inh: inhibitors of Epstein-Barr LMP1-induced NF-kappaB reporter; LMP1-induced NF-kappaB luciferase reporter cells, luminescence; inhibition, % at 12.5 µM; 350,000 compounds, 0.69% hits; AID 504558; in the data active = inhibition above about 41%;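 also: 0% = neutral control wells and 100% = reference inhibitor control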
# COUP-TFII inh: inhibitors of human COUP-TFII (NR2F2). P24468. HEK293T NGFI-A luciferase reporter, luminescence. inhibition, % at 8.6 µM. 370,000 compounds, 0.7% hits. AID 686940;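 active = inhibition above a per-plate cutoff, mean inhibition of test wells between control levels plus 3 SD, cut at about 38% in these data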;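 also: cells cotransfected with COUP-TFII expression vector driving the NGFI-A reporter; 0% = median of COUP-TF2 test wells and 100% = reporter-only cells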
# Target sequence (P24468 whole entry, looked up): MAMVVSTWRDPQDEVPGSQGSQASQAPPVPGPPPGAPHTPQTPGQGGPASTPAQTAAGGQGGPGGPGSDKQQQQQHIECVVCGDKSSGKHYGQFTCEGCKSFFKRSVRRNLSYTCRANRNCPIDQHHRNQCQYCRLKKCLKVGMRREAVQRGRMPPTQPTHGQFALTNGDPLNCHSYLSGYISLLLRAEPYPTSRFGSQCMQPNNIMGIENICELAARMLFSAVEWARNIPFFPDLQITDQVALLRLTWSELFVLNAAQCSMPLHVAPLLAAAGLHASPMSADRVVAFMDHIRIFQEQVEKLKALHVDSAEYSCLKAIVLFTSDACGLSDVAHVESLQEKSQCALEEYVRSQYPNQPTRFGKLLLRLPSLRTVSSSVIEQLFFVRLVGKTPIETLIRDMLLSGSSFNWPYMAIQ
# NOD2 RIPK2 PPI: NOD2-RIPK2 protein interaction inhibition; 360,000 compounds, 0.38% hits; inhibition, % at 4.98 µM; O43353; CHO BLA complementation NOD2-RIPK2, CCF4 ratio; in the data active = inhibition above about 21%;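 also: 0% = vehicle only and 100% = reference blocker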
# Target sequence (O43353 whole entry, looked up): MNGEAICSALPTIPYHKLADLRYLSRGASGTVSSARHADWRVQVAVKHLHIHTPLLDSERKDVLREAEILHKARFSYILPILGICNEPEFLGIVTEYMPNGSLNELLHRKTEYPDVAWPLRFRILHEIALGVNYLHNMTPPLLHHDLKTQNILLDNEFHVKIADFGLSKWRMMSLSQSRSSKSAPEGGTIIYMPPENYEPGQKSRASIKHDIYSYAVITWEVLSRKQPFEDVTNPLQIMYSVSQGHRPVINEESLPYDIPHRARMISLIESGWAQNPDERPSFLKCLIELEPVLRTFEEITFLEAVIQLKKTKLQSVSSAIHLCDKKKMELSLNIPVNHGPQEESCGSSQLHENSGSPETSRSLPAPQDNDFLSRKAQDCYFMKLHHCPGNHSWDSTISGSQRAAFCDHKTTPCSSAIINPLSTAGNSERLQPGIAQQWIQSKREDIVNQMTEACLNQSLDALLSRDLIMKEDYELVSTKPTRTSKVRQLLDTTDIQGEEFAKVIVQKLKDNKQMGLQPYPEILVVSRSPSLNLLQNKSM
# ABHD5 PLIN5 PPI: ABHD5-PLIN5 protein interaction inhibition; Split G. princeps luciferase complementation, luminescence, 4 h; 360,000 compounds, 0.78% hits; inhibition, % at 4 µM;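 active = inhibition above the mean inhibition across every tested compound plus 3 SD, cut at about 22% in these data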;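 also: 0% = DMSO only wells and the 100% control is not disclosed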
# NCOA1 inh: inhibitors of human steroid receptor coactivator 1 (SRC1); Q15788; HEK293 GAL4-SRC1 luciferase reporter, luminescence; inhibition, % at 3.6 µM; 360,000 compounds, 0.12% hits;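 active = inhibition above the campaign mean plus 3 SD, with each screening campaign given its own cutoff, cut at about 60% in these data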;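 also: 0% = DMSO treated cells and 100% = gossypol at 36 µM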
# MC4R barr agon: agonists of human melanocortin 4 receptor (MC4R) beta-arrestin | U2OS MC4R beta-arrestin complementation, luminescence; percent of melanotan II response, DMSO zero | AID 540308 | activation, % at 8.9 µM | 360,000 compounds, 0.98% hits | P32245;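 active = activation above a per-plate cutoff, the mean activation of sample wells on that plate plus 3 SD, cut at about 8% in these data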
# Starred values were filed as active, the others as inactive; x = no result given; & = joins results of further samples.
# Every second line gives: SRC2 inh, SRC3 inh, MC4R antagonist, NR5A2 inv ag, TLR9-MyD88 block, LMP1 NFkB inh, COUP-TFII inh, NOD2 RIPK2 PPI, ABHD5 PLIN5 PPI, NCOA1 inh, MC4R barr agon
- COc1cccc(N2CCN(C(=O)c3ccc(CS(=O)Cc4ccc(Cl)cc4)o3)CC2)c1 (stereo not given)
  8, -21, 22, -2, 5, 3, 12, -1, 2, -6, -1.1
- Cc1ccc(NC2OC(C(O)CO)C(O)C2O)cc1[N+](=O)[O-] (stereo not given)
  6, -15, 3, -8, -8, -2, -1, 12, -4, -12, 2.9
- COc1ccccc1CNC(=O)C1CCC(=O)N(CCCc2ccccc2)C1 (stereo not given)
  7, -4, 12, 1, -4, 6, -9, -3, 2, -8, -3.2
- O=C(c1ccc(=O)[nH]n1)N1CCc2ccccc2C1
  -10, 12, 0, -6, 8, 2, -16, 0, 5, 14, -0.8
- CN(C)c1ccc(/C=N/n2ncc3ccccc32)cc1
  x, -95, 14, -85, -22, -34, x, -11, 1, -92, 0.1
- Cc1ccnc(NS(=O)(=O)c2ccc(NC(=O)Cc3ccc(Br)cc3)cc2)n1
  -5, 4, -2, -20, -5, -2, 0, 0, 4, -12, -1.1
- CC(C)(C)C1=Nn2c(nnc2-c2ccccn2)SC1
  -11, -9, 2, 8, -5, 14, -7, 1, -8, 10, -2.1
- CC[C@]12c3[nH]c4cc(CCC(=O)N(C)C)ccc4c3CCN1C(=O)[C@@H](CC(=O)NCC13CC4CC(CC(C4)C1)C3)C[C@@H]2C(=O)N1CCN(C(=O)c2ccco2)CC1
  -74, -6, 20, -6, 1, 12, -41, 6, 4, -4, -1.4
- COCCNC(=O)C(C)N1c2cccc3cccc(c23)S1(=O)=O (stereo not given)
  20, 20, 14, -4, -2, 3, 8, 9, 5, 1, 0.2
- CC(C)C(NC(=O)c1c(F)cccc1F)C(=O)OCN1C(=O)c2ccccc2C1=O (stereo not given)
  -8, -12, -3, 0, 1, -1, 4, 6, -2, 5, -1.1
- O=C1C=C(OCCF)CC(c2ccc(Br)cc2)O1 (stereo not given)
  13, x, x, -20, x, x, 18, 3, 3, x, x
- Cc1cc(C)cc(NS(=O)(=O)CCCS(=O)(=O)Nc2cc(C)cc(C)c2)c1
  -26, 4, 2, -9, 0, -9, 11, 1, -7, -24, 19*
- COc1ccc(CCn2c(-c3ccco3)nc3nc4ccccc4nc32)cc1
  -1, 8, 14, -4, -28, -2, -7, 14, -3, -14, 1.5
- Cc1ccccc1C(=O)NNC(=O)c1cc(S(=O)(=O)N2CCOCC2)ccc1C
  -5, 18, 4, 4, -11, -1, -3, 0, 9, 1, 1.9
- COc1ccccc1C(=O)NNC(=O)c1ccc2ccccc2c1
  -19, -5, 2, -31, 0, -8, 12, -8, 4, -49, -0.2
- O=C(Nc1ccc(F)cc1F)C1CCCN1S(=O)(=O)c1ccc(-c2ccc(=O)[nH]n2)s1 (stereo not given)
  -13, -2, 1, 13, 0, 2, 10, 4, -2, -8, -4.5
- CC1(C)CCC(C)(C)NC(=S)N1
  -19&-11, 11&6, 1&15, 0&-15, 1&-11, 0&-2, -2&-2, -9&-7, -6&4, -23&-9, -0.7&-1.3
- CCCN(CC(=O)Nc1ccccc1C)C(=O)c1ccc(OCC(=O)N2CCOCC2)c(OCC)c1
  -2, 24, 9, -4, -1, -2, 12, 5, 5, -15, -0.6
- COc1ccccc1/C=C/C(=O)OCC(=O)Nc1cc(C(F)(F)F)ccc1N1CCOCC1
  12, 8, -28, -3, 1, 12, -25, 4, 2, -12, 0.6
- Cc1cccc(C(=O)NCC(=O)NCC2COc3ccccc3O2)c1 (stereo not given)
  -31, -1, 3, 12, -2, -3, 2, 1, -7, 1, -3.2
- COC(=O)C1=CNC=C(C(=O)OC)C1c1ccccc1Cl
  13, 18, 11, -15, -15, 5, -7, -4, -2, 10, 0.7
- C=CCn1c(SCn2nnc3ccccc3c2=O)nc2scc(-c3cccs3)c2c1=O
  -9, 9, 4, -11, 6, -4, -6, -6, 3, 14, -0.5
- Cc1ccc(S(=O)(=O)NC[C@H]2O[C@@H](n3cnc4c(N)ncnc43)[C@H](O)[C@@H]2O)cc1
  1, 9, x, -5, x, x, 9, -4, 0, 2, x
- Cn1c(C(=O)OC(C(=O)NC2CCCCC2)c2ccncc2)cc2sccc21 (stereo not given)
  2, 10, 7, 7, 4, -1, 5, 2, -7, -12, 1.1
- COCCCN(Cc1ccco1)C(=O)Cn1ncc2c([nH]c3ccccc32)c1=O
  -10, -23, 5, -3, 3, -1, 15, 4, 10, 7, -1.2
- O=C(NCc1ccccc1)c1ccc2c(c1)C(=O)N(CC1CCCO1)C2=O (stereo not given)
  -8, -5, -2, 23, 1, -2, -4, 4, -6, -6, 2.6
- O=C1N[C@@H](Cc2ccccc2)C(=O)N2[C@@H]3N(S(=O)(=O)c4ccc(F)cc4)c4ccccc4[C@]3(Br)C[C@@H]12
  30, -2, 12, -2, -5, 3, 8, 9, 4, 0, -0.5
- COC(=O)c1ccccc1NC(=O)COC(=O)CSc1nnc(N)s1
  -8, 7, 12, 1, 1, -8, 7, 2, 2, -5, -2.1
- CC(C)N(Cc1nc(-c2ccc(Cl)cc2)no1)C(=O)/C=C/c1ccccc1
  10, 28, 0, -9, 0, -28, 21, -2, 6, 7, 2.1
- O=C(CN1CCN(S(=O)(=O)c2cccc(Br)c2)CC1)NCCc1cccs1
  15, -3, 4, -26, -6, -11, 12, 6, 9, -2, -0.8
- CS(=O)(=O)Nc1nnc(C2CCCC2)s1
  -55, 5, 14, -9, -1, 2, -5, 12, 0, -1, -2.2
- Cc1nnc(SCc2ccccc2)n1CC1CCCO1 (stereo not given)
  7, 6, 10, -29, -4, 4, 20, 7, 4, 1, 0.3
- O=C(Cn1c(=O)oc2cc(S(=O)(=O)N3CCCC3)ccc21)N1CCN(c2ccccc2F)CC1
  -22, -7, 2, -9, 7, 6, 6, 3, -6, -22, -0.2
- O=C(CCCCCn1c(=S)[nH]c2ccsc2c1=O)NC1CCCCC1
  3, 2, 16, -12, 5, 3, -17, -3, 9, -21, 2.2
- COc1cccc(CNC(=O)Cn2ccc3cc(S(=O)(=O)N4CCCCCC4)ccc32)c1
  15, 12, 9, 10, -20, 5, 6, -6, -4, -9, -0.7
- O=C(Nc1ccccc1)Nc1ccc(C(F)(F)F)cn1
  -27, -41, -1, 9, 6, -12, -26, -5, -4, -34, 5.4
- Cc1ccc(S(=O)(=O)Nc2ccc(NC(=O)c3ccc(F)cc3)cc2)cc1
  1, 11, 8, 13, 12, -4, 4, 4, 1, 10, 0.8
- O=C(NC1CC1)C1CC(=O)N(c2ccccc2)C1 (stereo not given)
  -12, 9, 11, 8, -5, -3, -3, -18, 8, 2, -0.2
- Cc1c(NC(=O)CSc2nnnn2-c2ccc(F)cc2)c(=O)n(-c2ccccc2)n1C
  13, 4, 2, 6, 4, -3, -1, -3, -6, 1, -3.3
- COc1ccc(-c2ncncc2-c2ccc(OC)c(OC)c2)c(O)c1
  -2, -4, -5, -10, -8, -1, 5, -9, -5, 22, -0.9

# Some of these compounds in order of SMILES length, ascending:
# Every second line gives: SRC2 inh, SRC3 inh, MC4R antagonist, NR5A2 inv ag, TLR9-MyD88 block, LMP1 NFkB inh, COUP-TFII inh, NOD2 RIPK2 PPI, ABHD5 PLIN5 PPI, NCOA1 inh, MC4R barr agon
- CS(=O)(=O)Nc1nnc(C2CCCC2)s1
  -55, 5, 14, -9, -1, 2, -5, 12, 0, -1, -2.2
- O=C(Nc1ccccc1)Nc1ccc(C(F)(F)F)cn1
  -27, -41, -1, 9, 6, -12, -26, -5, -4, -34, 5.4
- COc1ccc(-c2ncncc2-c2ccc(OC)c(OC)c2)c(O)c1
  -2, -4, -5, -10, -8, -1, 5, -9, -5, 22, -0.9
- Cc1ccc(S(=O)(=O)Nc2ccc(NC(=O)c3ccc(F)cc3)cc2)cc1
  1, 11, 8, 13, 12, -4, 4, 4, 1, 10, 0.8
- COc1cccc(CNC(=O)Cn2ccc3cc(S(=O)(=O)N4CCCCCC4)ccc32)c1
  15, 12, 9, 10, -20, 5, 6, -6, -4, -9, -0.7

# Further records.
# Every second line gives: SRC2 inh, SRC3 inh, MC4R antagonist, NR5A2 inv ag, TLR9-MyD88 block, LMP1 NFkB inh, COUP-TFII inh, NOD2 RIPK2 PPI, ABHD5 PLIN5 PPI, NCOA1 inh, MC4R barr agon
- CC1CC1c1ccc(/C=C(\C#N)C(=O)Nc2ccc(Cl)cc2Cl)o1 (stereo not given)
  -1, -34, 26, -24, -2, -6, -3, -6, -5, -2, 0.3
- O=S(=O)(Cc1ccccc1)Nn1cnnc1
  -4, -9, 3, 13, -7, 3, -8, 3, -2, 9, -2.2
- CCc1ccc(S(=O)(=O)NCc2ccc(C(=O)NCCN(Cc3ccccc3)C(C)C)cc2)cc1
  -20, 6, 17, -2, x, x, 34, 4, -4, 12, 5.2
- COC(c1ccccc1)c1nnc(CCC(=O)N2CCN(Cc3cccs3)CC2)o1 (stereo not given)
  16, 12, 6, -23, -8, 0, 23, -2, 5, -1, -2.4
- Cc1nnc(NC(=O)CSc2nccn2-c2ccc(F)cc2)s1
  -28, 8, 7, -10, -2, -11, -10, 4, -1, 1, -3.2
- Cc1cccc(S(=O)(=O)N(C)C[C@H]2OCc3cnnn3CCCC(=O)N([C@H](C)CO)C[C@@H]2C)c1
  11, -24, 7, -9, -10, 0, 3, -12, -1, -12, -1.3
- COc1ccccc1N(C)C(=O)c1cc(S(=O)(=O)N2CCc3ccccc32)cn1C
  -4, 5, 2, -16, 14, 6, 3, 1, -3, -2, 0.8
- N/N=c1\sc2ccccc2n1-c1ccccc1
  -22, 11, 9, -12, 5, -1, -24, 0, 1, -7, -0.5
- CC1(C)Cc2c(cnn2-c2ccccc2)C(=O)/C1=N\NC(=O)c1ccccc1N
  -2, 8, 8, 2, -17, 0, -11, -5, 2, 2, -0.2
- O=C(C1CCCO1)N1CCN(C(=S)Nc2ccccc2C(F)(F)F)CC1 (stereo not given)
  9, 4, 1, 3, 4, 7, -3, -12, -3, -19, 0.9
- O=C(Cn1cnc2c(NCc3ccccc3)ncnc21)NCCCN1CCCC1=O
  -2, 3, 6, 12, -11, 8, 4, -3, -1, 0, -0.9
- COc1ccc(N(CC(=O)Nc2ccc3c(c2)OCO3)S(=O)(=O)c2ccccc2)c(OC)c1
  2, 13, 1, 14, -6, 5, 3, -13, -2, -4, -0.6

# Single entries from above:
# COUP-TFII inh, COc1ccccc1N(C)C(=O)c1cc(S(=O)(=O)N2CCc3ccccc32)cn1C → 3
# MC4R barr agon, O=C(Cn1cnc2c(NCc3ccccc3)ncnc21)NCCCN1CCCC1=O → -0.9

# Screening results (PubChem)

# The list is partial; count on the stated rates, not on these rows.
